SENP8 inh: human SENP8 protease inhibitors, primary screen, biochemical, fluorescence, Nedd8 protein substrate, uHTS. AID 602440, 2012. recombinant SENP8. 0.64% of 360,000 active. inhibition, % at 20 µM. Sentrin-specific protease 8 (Homo sapiens), Q96LD8; in the data active = inhibition mostly above about 40%, no sharp cut-off; inactive = mostly below about 27%
Target sequence (Q96LD8 whole entry, looked up): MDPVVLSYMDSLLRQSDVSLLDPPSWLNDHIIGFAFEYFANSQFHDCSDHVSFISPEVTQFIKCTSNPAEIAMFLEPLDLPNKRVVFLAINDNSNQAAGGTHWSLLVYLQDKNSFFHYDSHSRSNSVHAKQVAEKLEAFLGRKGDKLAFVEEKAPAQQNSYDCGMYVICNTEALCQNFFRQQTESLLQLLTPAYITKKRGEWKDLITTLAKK
MPTP block: mitochondrial permeability transition pore inhibitors, primary screen, biochemical, isolated mouse mitochondria, absorbance. 1.4% of 360,000 active. Ca2+ swelling absorbance, 30 min. inhibition, % at 10 µM. AID 602449, 2012;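 active = inhibition of 50% or more, scaled per plate between neutral and stimulator controls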;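 also: 0% = DMSO wells given calcium and 100% = 1 mM EGTA wells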
PfGluPho inh: PfG6PD enzyme inhibitors, primary screen, biochemical, fluorescence intensity, uHTS; glucose-6-phosphate dehydrogenase-6-phosphogluconolactonase (Plasmodium falciparum 3D7); PfGluPho enzyme, NADPH resazurin-diaphorase fluorescence; inhibition, % at 20 µM; 0.78% of 350,000 active;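 active = inhibition reaching at least a set limit at 20 µM in the primary screen, cut at about 59% in these data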;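 also: 0% = DMSO wells with substrate and 100% = DMSO wells lacking glucose-6-phosphate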
HKDC1 inh: HKDC1 hexokinase inhibitors, primary screen, biochemical, fluorescence, uHTS | AID 493160, 2011 | Q2TB90 | recombinant HKDC1, G6PDH/diaphorase resazurin coupled fluorescence | 0.16% of 340,000 active | inhibition, % at 20 µM;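 active = inhibition above about 35% when tested at 20 µM, limit read from the data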;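 also: plate controls were DMSO wells with enzyme for no effect and DMSO wells lacking enzyme for full effect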
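Material – in-house recombinant HK5 (HKDC1) enzyme · Quantity – HKDC1 at 5 µg/mL · Buffer or medium – pH 8.0 Tris buffer with 10 mM MgCl2 · Reagent – glucose with 1 mM ATP · Dosing – single 20 µM dose · Times – reaction time 90 min, room temperature, protected from light · Technique – resorufin fluorescence at 613 nm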
ATG4B inh: ATG4B protease inhibitors, primary screen, biochemical, fluorescence, uHTS; Cysteine protease ATG4B (Homo sapiens), Q9Y4P1; ATG4B cleavage of LC3-PLA2, NBD-HPC fluorescence, 1 h; inhibition, % at 8.33 µM; 0.51% of 340,000 active; AID 504462, 2011; in the data active = inhibition above about 40%
Target sequence (Q9Y4P1 whole entry, looked up): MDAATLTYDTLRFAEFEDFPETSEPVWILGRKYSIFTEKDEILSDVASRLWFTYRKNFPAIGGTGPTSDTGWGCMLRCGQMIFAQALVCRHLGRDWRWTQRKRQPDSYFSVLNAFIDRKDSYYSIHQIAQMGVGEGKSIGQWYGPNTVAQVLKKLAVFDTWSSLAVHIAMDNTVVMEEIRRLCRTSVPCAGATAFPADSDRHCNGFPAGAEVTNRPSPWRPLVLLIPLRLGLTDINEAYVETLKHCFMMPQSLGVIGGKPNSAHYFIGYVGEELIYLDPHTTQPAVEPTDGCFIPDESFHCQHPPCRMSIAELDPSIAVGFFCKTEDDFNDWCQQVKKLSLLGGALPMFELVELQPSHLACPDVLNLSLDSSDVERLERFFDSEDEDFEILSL
NR3A LBD binder: binders of NR3A ligand-binding domain, primary screen, biophysical, differential scanning fluorimetry, uHTS. Glutamate receptor ionotropic, NMDA 3A (GRIN3A) ligand-binding domain. NR3A LBD differential scanning fluorimetry, Tm shift; 0% = protein alone, 100% = glycine-bound protein. Tm shift relative to glycine control, % at 25 µM. 2.5% of 340,000 active. AID 1259313, 2017;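 active = melting temperature shift of at least 10% of the positive control shift, at one fixed dose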
SENP7 block: SENP7 protease inhibitors, primary screen, biochemical, luminescence, uHTS; recombinant SENP7, Z-RLRGG-aminoluciferin luminescence, 40 min; inhibition, % at 5 µM; 1.5% of 330,000 active; AID 434973, 2010;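 active = inhibition above about 50% at the single test dose, limit read from the data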;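 also: plate controls were DMSO with enzyme for no effect and no enzyme buffer wells for full effect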
Target sequence (Q9BQF6 706-1050 limits assumed): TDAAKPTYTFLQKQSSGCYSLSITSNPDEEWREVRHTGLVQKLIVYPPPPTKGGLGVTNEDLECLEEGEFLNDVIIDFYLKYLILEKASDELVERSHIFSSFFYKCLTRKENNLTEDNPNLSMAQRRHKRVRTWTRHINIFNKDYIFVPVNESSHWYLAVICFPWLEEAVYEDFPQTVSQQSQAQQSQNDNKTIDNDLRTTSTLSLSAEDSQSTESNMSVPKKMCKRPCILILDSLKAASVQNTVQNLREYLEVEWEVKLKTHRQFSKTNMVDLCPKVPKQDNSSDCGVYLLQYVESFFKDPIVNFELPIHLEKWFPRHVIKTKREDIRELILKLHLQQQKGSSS
SENP6 inh: SENP6 protease inhibitors, primary screen, biochemical, luminescence, uHTS; Sentrin-specific protease 6 (Homo sapiens), Q9GZR1; Recombinant SENP6 catalytic domain, aminoluciferin luminescence; inhibition, % at 10 µM; 1.8% of 330,000 active; AID 2599, 2010;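 active = inhibition above about 50% at the single tested dose, limit read from the data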;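 also: plate controls were DMSO wells with enzyme for no effect and DMSO wells lacking enzyme for full effect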
Active calls of the source: *; · = not tested or not shown.

Letters – A = SENP8 inh; B = MPTP block; C = PfGluPho inh; D = HKDC1 inh; E = ATG4B inh; F = NR3A LBD binder; G = SENP7 block; H = SENP6 inh
> CC1=NN(C(N)=S)C(=O)C1N=Nc1ccccc1C(=O)O (configuration not stated)
  A: 10; B: -1.3; C: -16; D: -5; E: 3; F: -2; G: 3; H: 8
> Cn1nccc1C(=O)N1CCN(c2ccccc2F)CC1
  A: 16; B: 0.3; C: 6; D: -1; E: -8; F: 2; G: -2; H: -7
> Cc1c2c(nc3ccccc13)OCC2
  A: 1; B: -0.2; C: 0; D: 1; E: -1; F: -3; G: ·; H: ·
> O=C(NCCc1ccccc1)C(=Cc1ccc(C(=O)O)cc1)C(=O)NCCc1ccccc1
  A: 8; B: -0.4; C: -3; D: 1; E: -8; F: 1; G: 0; H: 16
> CN(C)/C=C(\C#N)C(=O)Nc1ccccc1
  A: 5; B: -1.8; C: 9; D: -8; E: -2; F: 1; G: -7; H: -1
> O=C1NC(=O)C(c2ccccc2)(c2ccc(Cl)cc2Cl)N1 (configuration not stated)
  A: 18; B: -2.4; C: -12; D: 3; E: 2; F: 0; G: ·; H: ·
> COc1ccc(NC(=O)c2ccccc2NC(=O)c2ccccc2)cc1
  A: 13; B: 0.7; C: -3; D: -3; E: 8; F: -7; G: -5; H: 5
> Cc1ccc(C)c(NC(=S)N=Nc2c(O)n(C)c3ccc(S(=O)(=O)N4CCOCC4)cc23)c1
  A: 16; B: 2.2; C: 3; D: -10; E: -11; F: -7; G: 5; H: 7
> COCCn1c(SCC(=O)Nc2cc(C)on2)nc2ccccc2c1=O
  A: -3; B: 0.2; C: -18; D: 0; E: 6; F: 0; G: 11; H: -1
> O=C(Nc1cccc2cccc(NC(=O)c3ccco3)c12)c1ccco1
  A: 9; B: 0.2; C: 4; D: 8; E: -8; F: -1; G: 6; H: -14
> Cn1nnnc1SCC(=O)N1c2ccccc2CCc2ccccc21
  A: 7; B: 2.2; C: -18; D: -5; E: 0; F: -1; G: -3; H: 15
> O=C(NC1CCCCC1)c1ccc2c(c1)OCCO2
  A: 6; B: -0.2; C: 8; D: -8; E: -12; F: 3; G: 2; H: 15
> CCOc1ccc(C(=O)NCC(=O)N2CCC(C)CC2)cc1OCC
  A: 10; B: 0.9; C: -1; D: -7; E: -1; F: -1; G: -2; H: -11
> COc1cc(C=O)c(Cl)cc1OCC(N)=O
  A: -24; B: -2.9; C: -7; D: -2; E: 7; F: 1; G: 9; H: -13
> Cc1ccccc1CNS(=O)(=O)c1c(C(=O)N2CCCCC2)c(C)n(C)c1C
  A: 1; B: -0.1; C: 12; D: -6; E: 0; F: 0; G: -2; H: -5
> O=C(O)CCCN1C(=O)c2cccc3cccc(c23)C1=O
  A: -274; B: -0.4; C: -29; D: 5; E: 2; F: -3; G: -6; H: 17
> COc1ccc(-c2nc(N)nc(C(F)(F)F)c2-c2ccccc2OC)c(O)c1
  A: 7; B: 1.2; C: 41; D: 4; E: -2; F: -1; G: -3; H: 1
> Cc1ccc2oc(=O)c3cnn(CC(=O)NCCN4CCOCC4)c3c2c1
  A: 1; B: -0.3; C: -1; D: -1; E: -16; F: 1; G: 19; H: -6
> CC(=O)N/C(=C/c1ccc2c(c1)OCO2)C(=O)NCC(=O)O
  A: -4; B: -0.2; C: -14; D: -2; E: -2; F: 8; G: 1; H: -4
> O=C(NCC1CCCO1)c1cc(C(=O)C2CCCCC2)c[nH]1 (configuration not stated)
  A: 1; B: -2.4; C: 8; D: -2; E: -1; F: 4; G: 6; H: 6
> CCCOc1ccc(C(=O)NNC(=S)NC(=O)c2cc(-c3ccccc3)nc3ccccc23)cc1
  A: 25; B: 30; C: -42; D: -1; E: -10; F: 18*; G: -9; H: -10
> O=C(Nc1ccc2c(c1)C(=O)NC2=O)c1ccc2ncsc2c1
  A: -411; B: 2.1; C: 25; D: 0; E: -9; F: 8; G: 3; H: -2
> Nc1nc(SCC(=O)Nc2ccccc2Sc2ccccc2)n[nH]1
  A: 8; B: -0.9; C: 47; D: -5; E: -7; F: -2; G: -3; H: 13
> Cc1ccc(N(C(=O)CS(=O)CC(=O)Nc2ccc(F)cc2)C(C)C(=O)NC(C)(C)C)cc1 (configuration not stated)
  A: 5; B: 0.4; C: -12; D: -8; E: 0; F: -2; G: -8; H: -4
> CCC(C)N(C(=O)CSc1ncnc2sccc12)C1CCS(=O)(=O)C1 (configuration not stated)
  A: -7; B: -0.6; C: 13; D: 5; E: -3; F: -1; G: -3; H: 27

Reformatted with bars between the fields: part of the list above.
SMILES | SENP8 inh | MPTP block | PfGluPho inh | HKDC1 inh | ATG4B inh | NR3A LBD binder | SENP7 block | SENP6 inh
O=C(O)CCCN1C(=O)c2cccc3cccc(c23)C1=O | -274 | -0.4 | -29 | 5 | 2 | -3 | -6 | 17
COc1ccc(-c2nc(N)nc(C(F)(F)F)c2-c2ccccc2OC)c(O)c1 | 7 | 1.2 | 41 | 4 | -2 | -1 | -3 | 1
Cc1ccc2oc(=O)c3cnn(CC(=O)NCCN4CCOCC4)c3c2c1 | 1 | -0.3 | -1 | -1 | -16 | 1 | 19 | -6
CC(=O)N/C(=C/c1ccc2c(c1)OCO2)C(=O)NCC(=O)O | -4 | -0.2 | -14 | -2 | -2 | 8 | 1 | -4
O=C(NCC1CCCO1)c1cc(C(=O)C2CCCCC2)c[nH]1 (configuration not stated) | 1 | -2.4 | 8 | -2 | -1 | 4 | 6 | 6
CCCOc1ccc(C(=O)NNC(=S)NC(=O)c2cc(-c3ccccc3)nc3ccccc23)cc1 | 25 | 30 | -42 | -1 | -10 | 18* | -9 | -10
O=C(Nc1ccc2c(c1)C(=O)NC2=O)c1ccc2ncsc2c1 | -411 | 2.1 | 25 | 0 | -9 | 8 | 3 | -2

(cont.)
Second line of a record – SENP8 inh	MPTP block	PfGluPho inh	HKDC1 inh	ATG4B inh	NR3A LBD binder	SENP7 block	SENP6 inh
CNC(=O)c1c(NC(=O)c2nc3ccccc3s2)sc2c1CCC2
  -19	1.7	·	·	·	·	1	6
CCCCCCCC(=O)N/N=C(/C)c1c(O)cc(C)oc1=O
  10	5.5	-34	-9	5	1	0	-19
COc1ccc(S(=O)(=O)N2CCCC(C(=O)NCc3ccncc3)C2)cc1Cl (configuration not stated)
  10	1.0	8	-5	-13	·	0	-20
O=c1oc2ccccc2cc1-c1ccc(O)cc1
  -398	0.8	3	-11	-4	-8	1	0
COC(C(=O)Nc1ccccc1C(=O)N1CCOCC1)c1ccccc1 (configuration not stated)
  1	0.2	-6	5	14	1	-5	-6
O=C1CCCC2=C1C(Cc1ccccc1)C1=C(CCCC1=O)O2
  22	4.6	12	-3	7	0	-5	-18
CC(=O)c1c(C)[nH]c(C(=O)OCC(=O)N2CCc3ccccc3C2)c1C
  -2	-2.6	1	5	5	1	-7	-3
O=C1CCC(C(=O)OCC(=O)C23CC4CC(CC(C4)C2)C3)N1 (configuration not stated)
  19	-1.3	-12	-9	7	0	10	-9
COc1ccc(CCN=C(N)NS(=O)(=O)c2ccc(OC)c(OC)c2)cc1OC
  -1	-0.6	-5	2	-6	-1	-12	-3
CCCCn1nnc(N(C(=O)c2cccs2)C(=O)c2cccs2)n1
  18	-0.3	-24	12	9	0	·	·
Cc1ccc(S(=O)(=O)N2CCCCC2)cc1NC(=O)COC(=O)c1ccc2c(c1)OCO2
  6	-0.7	-3	5	0	-5	2	-18
CCN1CCN(CCNC(=O)C2CCCN(Cc3nc(-c4cccc(Cl)c4)oc3C)C2)CC1 (configuration not stated)
  5	-0.4	0	-7	-3	-2	1	13
O=[N+]([O-])c1ccc2ncnc(N3CCN(Cc4ccc5c(c4)OCO5)CC3)c2c1
  8	9.5	18	0	-5	0	-2	17
CC(=O)NN1C(=O)c2ccccc2NC1c1ccco1 (configuration not stated)
  -390	-0.6	0	2	-2	-1	11	6
Cc1ccccc1CS(=O)(=O)c1cn(CC(=O)N2CCOCC2)c2ccccc12
  2	-1.4	7	-4	-7	0	-1	-10
Cc1cc(C)cc(NS(=O)(=O)c2csc(C(N)=O)c2)c1
  14	0.7	1	-2	2	4	-8	-16
CC(=O)NCCC(=O)Nc1nc(C)c(Cc2ccc3c(c2)OCO3)s1
  9	0.8	10	-7	-6	-3	3	6
CC(=O)N1CCc2cc(S(=O)(=O)NC(Cc3ccccc3)C(=O)Nc3cc(C)ccn3)ccc21 (configuration not stated)
  11	2.2	3	-9	-20	·	-3	-12
Cc1c(N)cccc1[N+](=O)[O-]
  0	-2.6	-6	-4	-1	2	7	4
CCCCCN(C(=O)CCC(=O)OCC(=O)N1CCCCC1CC)c1c(N)n(CCCC)c(=O)[nH]c1=O (configuration not stated)
  14	-1.0	-4	-5	-1	-1	·	·
CCOc1ccc(N(CC(=O)N/N=C(\C)c2cccc(NC(C)=O)c2)S(=O)(=O)c2ccccc2)cc1
  16	0.0	-2	-2	-8	-1	0	10
Cc1ccnc(NC(=O)CCC(=O)N(CC(=O)NCCc2ccccc2)c2ccc(F)cc2)c1
  13	0.8	-6	2	-6	0	1	-4
Cc1onc(-c2ccccc2)c1C(=O)N1CCCCCC1
  6	-0.8	-3	0	-4	0	-4	-1
CCC(C)(C)n1nnnc1C(c1ccccn1)N1CCOCC1 (configuration not stated)
  25	-0.1	-7	-10	-7	-1	-20	-21
CCCc1ccc2oc(C(=O)N3CCC(N4CCCC(O)C4)CC3)c(C)c2c1 (configuration not stated)
  -46	0.4	-9	3	25	1	8	-13
O=C(c1ccccc1)N1CCCC(c2ccc(Cl)cc2)=N1
  3	0.8	7	-5	-11	-1	5	-6
Cc1ccc(NC(=O)Cn2ccc([N+](=O)[O-])n2)cc1Cl
  11	-4.9	19	-5	-35	0	-8	2
COc1ccc(C)cc1S(=O)(=O)N1CCN(S(=O)(=O)c2cc(C)ccc2OC)C(C)C1 (configuration not stated)
  15	0.2	2	-2	-14	5	3	-25
N#Cc1ccccc1/C=C/C(=O)N1CCOCC1
  8	-2.2	-14	-1	5	1	9	-19
CCN(C(=O)CO/N=C/c1ccc(OC)cc1OC)c1c(N)n(Cc2ccccc2)c(=O)[nH]c1=O
  -1	-0.2	0	-4	-11	0	3	0
COc1ccc(OC)c(S(=O)(=O)N2CCC(C(=O)NC3CCCCCC3)CC2)c1
  19	0.6	8	-3	1	-1	-9	-9
O=C(Nc1ccccc1NS(=O)(=O)c1ccc(F)cc1)C1CCCC1
  4	0.3	-17	1	2	-2	5	12
COc1ccccc1N1CCN(C(=O)c2ccc3[nH]c4c(c3c2)CCCC4)CC1
  8	-0.4	7	-4	-4	-12	5	10
O=C(NCc1ccc2c(c1)OCO2)C1CCN(C(=O)Nc2ccc(Cl)cc2)CC1
  12	0.1	-7	-5	-10	0	0	-11
O=C(C1CC1)N1CCc2[nH]c3ccccc3c2C1
  -46	-0.6	8	10	-14	3	6	14
O=C(Nc1ccc(C(=O)O)cc1)/C(=C\C=C\c1ccccc1)NC(=O)c1ccc(Br)cc1
  17	0.0	-11	-5	9	-25	-1	-6
